DTT redox prof – compounds producing H2O2 with reducing agent – biochemical, NIH compound library profiling, artefact control for MLSCN library redox annotation, primary screen; DTT-dependent redox cycling H2O2, phenol red/HRP absorbance; 100% = 100 µM peroxide control, 0% = buffer; actives 0.03% (n = 200,000); activation, % at 10 µM;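 active = activation of at least 50% relative to the plate's high and low controls in the primary single-dose screen; inactive = activation below 50%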;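 note: compound incubated with DTT at 0.8 mM final as the reducing agent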
Efa HMGR inh – inhibitors of E. faecalis class II HMGR, primary screen, biochemical, Enterococcus faecalis; HMG-CoA reductase (Enterococcus faecalis, mvaE); purified E. faecalis HMGR, NADPH absorbance 340 nm kinetic; inhibition, % at 10 µM; actives 0.41% (n = 190,000); AID 1066, 2008;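 active = inhibition above a set limit, the median over all tested compounds plus 3 SD, cut at about 9.5% in these data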;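 note: enzyme runs in reverse so mevalonate oxidation gives rising NADPH absorbance; 0% = complete reaction with DMSO and 100% = background rate lacking mevalonate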
STAT1 activator – STAT1 signaling activators, primary screen, cell-based, HTS, luciferase reporter | NIH 3T3 STAT1-luciferase reporter, IFN-gamma, luminescence; 100% = IFN-gamma alone, no compound | activation (% of control), % at 5.5 µM | actives 2.6% (n = 200,000);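 active = activation above the screen-wide mean activation plus 3 SD, cut at about 130% in these data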;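 note: raw ratio to IFN-gamma control signal so 100% means no change and 0% no light; values of inactives mirror those of a sister screen read the other way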
NF-kB neuron act – activators of NF-kB expression in neurons, primary screen, cell-based, HTS; actives 1.6% (n = 190,000); human neuronal cells, NF-kB reporter expression; active compounds read high; AID 1239, 2008; fold change at 12.5 µM; in the data active = fold change above about 3.3
Hsp70 act – Hsp70 transcriptional activators, primary screen, cell-based, HeLa, Hsp70 promoter luciferase, luminescence, 10 µM; HeLa Hsp70 promoter luciferase reporter; scaled: vehicle 0, proteasome-inhibitor control 100%; actives 0.04% (n = 200,000); activation, % at 10 µM;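 active = activation above the mean across all tested compounds plus 3 SD, cutoff set per campaign, cut at about 5.5% in these data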;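 note: 100% = MG132 at 30 µM as the positive control and 0% = DMSO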
STAT1 blocker – STAT1 signaling inhibitors, primary screen, cell-based, HTS, luciferase reporter | NIH 3T3 STAT1-luciferase reporter, IFN-gamma, luminescence | inhibition, % at 5.5 µM | actives 0.35% (n = 200,000) | AID 920, 2007;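 active = inhibition above a set limit, the mean inhibition across all tested compounds plus 3 SD, cut at about 34% in these data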;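 note: 0% = IFN-gamma with DMSO and 100% = IFN-gamma with 300 µM nifuroxazide; values of inactives mirror those of a sister screen read the other way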
STAT3 inh – IL-6 driven STAT3 reporter inhibitors, primary screen, U3A cells, luciferase, luminescence, MLSCN library. actives 0.89% (n = 190,000). IL-6 STAT3-luciferase reporter; host cell line lacks STAT1. inhibition, % at 5.5 µM. AID 862, 2007;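 active = inhibition above the mean inhibition across all screened compounds plus 3 SD, cut at about 44% in these data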;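 note: 0% = DMSO only wells and 100% = 100 µM nifuroxazide control wells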
STAT3 act – IL-6 driven STAT3 reporter potentiators, primary screen, U3A cells, luciferase, luminescence, MLSCN library. actives 0.91% (n = 190,000). IL-6 STAT3-luciferase reporter; 100% = signal with IL-6 EC80 alone. AID 871, 2007. activation (% of control), % at 5.6 µM;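 active = activation above the screen-wide mean of compound activation plus 3 SD, cut at about 130% in these data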;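 note: 0% = background luminescence of wells with medium and substrate only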
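Material: human STAT1-deficient U3A cells with stable STAT3-luciferase reporter / Probe or stimulus: IL-6 stimulus at 33 ng/mL final / Schedule: 1 h compound pre-exposure, 6 h IL-6 stimulation, 37 °C / Technique: luminescence / Read-out basis: percent of IL-6-only median luminescence / Control set: IL-6-only high control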
APP 5'UTR act – activators of APP 5'UTR luciferase reporter, primary screen, SH-SY5Y cells. SH-SY5Y APP 5'UTR luciferase reporter, luminescence; zero percent = DMSO vehicle wells. activation, % at 2 µM. actives 1% (n = 190,000). AID 1276, 2008;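 active = activation above a set limit, based on mean plus 3 SD of controls, cut at about 140% in these data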; note: values of inactives mirror those of a sister screen read the other way
TLR4-MyD88 BLA – inhibitors of TLR4-MyD88 association in cells, primary screen, cell-based, HeLa CL3-4, BLA complementation, FRET ratio; inhibition, % at 8.4 µM; HeLa CL3-4 TLR4/MyD88 BLA complementation; actives 0.18% (n = 200,000); Toll-like receptor 4 (Homo sapiens) + Myeloid differentiation primary response protein …; in the data active = inhibition above about 25%;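 note: 0% = vehicle and 100% = reference inhibitor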
Target sequence (O00206 whole entry, looked up): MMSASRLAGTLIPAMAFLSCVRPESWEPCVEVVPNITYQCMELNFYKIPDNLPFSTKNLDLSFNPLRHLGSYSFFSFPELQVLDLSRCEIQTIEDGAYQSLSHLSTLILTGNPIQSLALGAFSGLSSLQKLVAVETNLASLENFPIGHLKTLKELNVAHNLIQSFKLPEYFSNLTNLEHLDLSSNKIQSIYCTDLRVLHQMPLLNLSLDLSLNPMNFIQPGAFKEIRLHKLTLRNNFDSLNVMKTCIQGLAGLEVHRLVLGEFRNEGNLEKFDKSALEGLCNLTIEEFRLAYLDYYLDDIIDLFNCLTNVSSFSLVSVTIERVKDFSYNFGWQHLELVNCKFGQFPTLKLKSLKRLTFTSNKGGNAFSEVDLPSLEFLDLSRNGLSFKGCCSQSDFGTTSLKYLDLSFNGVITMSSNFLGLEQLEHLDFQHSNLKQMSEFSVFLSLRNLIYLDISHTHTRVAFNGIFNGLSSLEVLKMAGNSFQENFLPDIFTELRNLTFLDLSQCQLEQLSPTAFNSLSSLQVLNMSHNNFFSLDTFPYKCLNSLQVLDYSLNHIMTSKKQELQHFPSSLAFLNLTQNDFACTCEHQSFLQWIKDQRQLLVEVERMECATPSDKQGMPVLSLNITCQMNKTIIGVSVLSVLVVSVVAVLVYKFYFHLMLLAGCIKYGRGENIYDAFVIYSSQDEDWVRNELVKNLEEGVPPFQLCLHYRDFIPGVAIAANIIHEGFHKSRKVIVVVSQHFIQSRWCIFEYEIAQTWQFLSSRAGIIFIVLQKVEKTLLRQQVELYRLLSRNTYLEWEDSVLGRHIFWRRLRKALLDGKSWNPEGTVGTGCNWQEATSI
Target sequence (Q99836 whole entry, looked up): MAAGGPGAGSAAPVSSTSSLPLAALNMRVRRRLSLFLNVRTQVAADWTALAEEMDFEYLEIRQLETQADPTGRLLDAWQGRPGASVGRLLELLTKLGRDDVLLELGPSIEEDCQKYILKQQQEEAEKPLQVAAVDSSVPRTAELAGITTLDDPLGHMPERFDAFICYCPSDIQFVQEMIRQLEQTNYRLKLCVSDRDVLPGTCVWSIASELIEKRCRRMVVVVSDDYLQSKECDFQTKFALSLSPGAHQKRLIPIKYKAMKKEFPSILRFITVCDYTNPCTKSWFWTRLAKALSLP
The depositor's hits bear a star; nt = no result given.

SMILES	DTT redox prof	Efa HMGR inh	STAT1 activator	NF-kB neuron act	Hsp70 act	STAT1 blocker	STAT3 inh	STAT3 act	APP 5'UTR act	TLR4-MyD88 BLA
Cc1cc(Cl)ccc1NC(=S)NCCC(c1ccccc1)c1ccccc1	2.0	2	103	1.1	-0.3	0	3	106	6	-9
CN1CCN(c2nc(-c3ccc(Cl)s3)cs2)CC1	-0.3	-3	108	2.2	0.4	-10	1	101	44	-17
Cc1cc(C)cc(NC(=O)c2oc3ccccc3c2COc2ccccc2)c1	-0.4	0	90	1.2	-0.3	12	16	88	-7	-13
O=C(CCC(=O)N1CCc2ccccc21)Nc1ccccc1	1.8	1	101	1.1	0.1	-1	-4	104	3	-3
CC(=O)[C@H]1CC[C@H]2[C@@H]3CCC4=CC(=O)CC[C@]4(C)[C@H]3[C@H](O)C[C@]12C	0.3	3	97	0.58	-0.1	3	-2	103	6	11
CCN(CC)C(=O)CSC1=Nc2ccccc2C2=NC(c3ccccc3)C(=O)N12 (stereo not drawn)	0.3	1	97	1.1	-0.4	3	-1	106	-6	-2
COc1ccc(Nc2nc(N)nc(CSc3nc(C)cc(C)n3)n2)cc1	-1.1	-5	103	0.91	0.0	-4	14	94	5	-4
COc1ccc(/C=C/C(=O)c2sc(-c3ccccc3)nc2C)cc1	2.5	0	108	1.2	0.2	-8	-3	107	nt	-1
Cc1ccc(S(=O)(=O)N/N=C/c2cccc([N+](=O)[O-])c2)cc1	0.1	-4	102	1.1	-0.4	-3	-9	108	4	9
C=C(C)CC(c1ccccc1)N(C(C)=O)c1ccco1 (stereo not drawn)	-0.3	-1	95	1	0.3	5	1	105	-1	6
CC(C)(C)C1CCc2c(sc(NC(=O)CSc3nnc(-c4ccccc4)o3)c2C#N)C1 (stereo not drawn)	-0.6	2	98	1.1	-0.1	2	3	101	-9	2
S=C(Nc1cccnc1)NC1CCCC1	0.4	-2	91	1.1	-0.1	10	3	100	-7	0
Cc1ccc(NC(=O)c2cc(N3C(=O)CCC3=O)ccc2N2CCCCC2)cc1	-0.3	-5	105	0.99	-0.4	-5	1	104	-12	6
CC1=C(C(=O)OCCNC(=O)c2ccccc2O)C(c2ccccc2[N+](=O)[O-])C(C(=O)OCC2CCCO2)=C(C)N1 (stereo not drawn)	-0.8	-1	90	0.32	-0.1	11	-10	107	-6	5
Cc1cc(N2CCCCC2)nc(SCC(=O)c2ccccc2)n1	0.9	0	125	1.5	0.1	-27	12	93	20	-2
C=C(Cl)COc1cc(C)cc2oc(=O)cc(CC)c12	0.2	-5	98	1.2	-0.1	-3	4	98	3	-2
COCc1cc(N2CCCC2)nc(-c2ccccc2)n1	0.0	-2	86	1	-0.3	14	4	103	-1	-14
O=C(O)c1ccccc1C(=O)Nc1ccc(S(=O)(=O)NC2CCCCC2)cc1	-0.4	-1	90	1.1	0.0	11	6	98	-12	-10
COc1ccc(C(C)NC(=O)c2ccccc2Cl)cc1OC (stereo not drawn)	0.1	1	98	1.4	-0.3	2	4	99	-12	-17
Cc1ccc(C)n1-c1ccccc1N	1.0	-3	74	0.2	-0.1	34	12	92	-18	-10
CC(C)N1C(=O)CCC1C(=O)N1CCN(c2ccccn2)CC1 (stereo not drawn)	0.3	-7	86	1.1	-0.3	16	-3	102	-28	-6
CC(C)NC(=O)CCCn1cc([N+](=O)[O-])cn1	-0.1	4	106	1.1	-0.4	-5	3	102	-5	-8
Cc1ccc(S(=O)(=O)N2CCCC(C(=O)NCCC3=CCCCC3)C2)cc1 (stereo not drawn)	-0.3	-13	101	1.1	-0.6	-1	-7	106	nt	11
CC(C)c1ccccc1NC(=O)COc1ccc2c(=O)c(Oc3ccc4ccccc4c3)coc2c1	0.4	-2	92	0.98	-0.4	8	-11	112	-4	-2
O=[N+]([O-])/C=C1/CCCCCN1	-0.6	-3	102	1.5	0.0	-2	-4	113	-2	1
O=C(CCSc1nnc(-c2ccco2)o1)Nc1ccc(F)cc1	0.1	-4	89	1	-0.4	13	6	99	-18	-1
CCCCN(C)CCCNC(=O)c1cn(CC)c2ccc(S(=O)(=O)N3CCc4ccccc4C3)cc2c1=O	1.2	-1	105	0.85	0.0	-6	4	104	7	-19
O=[N+]([O-])c1ccc(N/N=C/c2ccc(O)c(O)c2O)c(S(=O)(=O)N2CCOCC2)c1	0.5	22*	86	1.1	0.1	13	7	98	29	6
Cc1cc(C)nc(SCC(=O)NCc2ccco2)n1	-0.8	0	104	1	-0.1	-5	2	100	-2	-5
CCOc1cc(CNc2ccc3c(c2)OCCO3)cc(Br)c1OCC(N)=O	-7.1	nt	99	0.53	-0.3	1	18	89	1	8
O=C(Nc1ccc2nn(-c3ccccc3)nc2c1)c1ccco1	0.9	9	132*	2.3	-0.2	-34	9	94	81	0
C#CCOc1ccc(Cl)cc1/C=N/O	-0.7	-2	106	1.1	-0.4	-7	-13	113	7	3
CCCCC(CC)C(=O)NCCc1ccc(S(N)(=O)=O)cc1 (stereo not drawn)	0.3	-1	102	1	-0.4	-3	5	98	17	-5
CC(=O)C1=C(C)OC(N)=C(C#N)C1c1cc2cc(C)c(C)cc2nc1Cl (stereo not drawn)	-1.2	-1	96	1.1	0.1	5	-94	178*	30	4
CN(C)c1ccc(NC(=S)c2ccccn2)cc1	-0.2	-2	40	1.6	-0.6	68*	98*	16	58	-4
CC(=O)NCCSCCNC(C)=O	-0.1	-1	101	1.1	-0.1	-2	-1	106	20	-5
Cc1ccc(CN2CCN(Cc3ccccc3)C(CCO)C2)s1 (stereo not drawn)	-0.7	-5	98	1.2	-0.1	2	9	97	0	-9
O=C(c1cc(-c2cccs2)on1)N1CCCCC1	0.5	-4	162*	5.1*	0.1	-68	25	83	138*	0
c1ccc(Cn2c(SCc3nc4ccccc4s3)nnc2-c2ccco2)cc1	2.4	2	100	1	-0.4	0	-30	130	13	-4
CC(=O)Oc1ccc(NC(=O)C2CCCCC2)c(C(=O)O)c1	0.2	-4	96	1.2	-0.2	4	7	96	8	-6
Cc1ccc(-c2[nH]c(-c3ccc(Cl)cc3)nc2SCC(=O)NCC2CCCO2)cc1 (stereo not drawn)	-0.6	-4	95	1.3	0.0	5	-8	106	9	-2
O=C(/C(=C/O)N=Nc1cccc(C(F)(F)F)c1)c1ccccc1	-0.7	2	108	0.95	-0.1	-8	1	100	-12	-4
Cc1cc(C)nc(NC(=O)c2cc(-c3ccc(C)s3)nc3ccccc23)c1	-0.3	0	98	0.45	-0.4	2	0	102	-8	7
CC1(C)C(c2ccccc2)=NC(c2ccccc2)N1O (stereo not drawn)	3.2	-1	104	1	-0.4	-5	6	94	-6	-5
COc1ccc(C(=O)Oc2cc3c4c(c2)C(C)=CC(C)(C)N4C(=O)C3=O)cc1OC	0.6	-8	100	0.82	-0.2	0	-3	102	-9	-1

Reformatted: three of the compounds above
smiles,DTT redox prof,Efa HMGR inh,STAT1 activator,NF-kB neuron act,Hsp70 act,STAT1 blocker,STAT3 inh,STAT3 act,APP 5'UTR act,TLR4-MyD88 BLA
CCCCC(CC)C(=O)NCCc1ccc(S(N)(=O)=O)cc1 (stereo not drawn),0.3,-1,102,1,-0.4,-3,5,98,17,-5
c1ccc(Cn2c(SCc3nc4ccccc4s3)nnc2-c2ccco2)cc1,2.4,2,100,1,-0.4,0,-30,130,13,-4
CC(=O)NCCSCCNC(C)=O,-0.1,-1,101,1.1,-0.1,-2,-1,106,20,-5

The list goes on:
SMILES	DTT redox prof	Efa HMGR inh	STAT1 activator	NF-kB neuron act	Hsp70 act	STAT1 blocker	STAT3 inh	STAT3 act	APP 5'UTR act	TLR4-MyD88 BLA
COc1cccc(C(=O)N2N=C(c3ccccc3)CC2(O)C(F)(F)F)c1 (stereo not drawn)	0.1	-3	97	1.2	-0.3	4	-1	103	4	-6
C/C(N)=C(/C#N)C(=O)CSc1nc2scc(-c3ccccc3)c2c(=O)n1C	0.0	-2	99	0.71	-0.1	3	8	98	11	-7
O=c1c2ccccc2nc2n1CCS2	-2.5	-4	103	1.1	0.1	-2	5	101	0	5
O=C(C1CCN(S(=O)(=O)N2CCC3(CC2)OCCO3)CC1)N1CCN(Cc2ccccc2)CC1	1.7	0	97	0.89	-0.4	3	12	93	5	3
COc1ccc2c(c1)c(C(O)CN1CCC3(CC1)OCCO3)c(C)n2C (stereo not drawn)	1.4	8	101	1.1	-0.2	-1	-4	106	3	-4
CCCCOC(=O)c1cc(-c2ccc(/C=N/n3cnnc3)o2)ccc1Cl	2.6	nt	108	nt	-0.2	-9	2	100	16	-3
N#CC12C(N)=NC3(OCCO3)C1(C#N)C1=C(CCC1)NC2c1ccccc1 (stereo not drawn)	2.3	2	100	0.73	-0.3	-1	1	104	nt	-3
CC1(C)C=Cc2c(c3ccccc3[nH]c2=O)O1	2.5	0	102	1.1	0.8	-2	6	97	11	4
COC(=O)c1c(NC(=O)CCCC(=O)O)sc2c1CCCCC2	0.2	-4	97	0.98	-0.2	1	22	84	-4	-6
O=C(CN(Cc1ccccc1)S(=O)(=O)c1ccc(S(=O)(=O)N2CCOCC2)cc1)Nc1ccccc1	1.4	-7	97	1.1	-0.5	4	-17	114	-3	14
COc1ccccc1/C=N/NC(=O)CC(=O)NCc1ccccc1	0.4	0	100	1.1	-0.1	-1	8	103	7	-18
O=C(CSc1n[nH]c(-c2ccccc2Br)n1)NCCN1C(=O)CSC1=O	0.4	-7	97	1.2	-0.3	4	1	101	3	-4
Cc1c(C)n(CC(O)CN2CCCCC2)c2ccccc12 (stereo not drawn)	2.2	-5	96	0.94	-0.4	4	10	95	6	-12
CC(=O)Oc1cccc(-c2nc3ccccc3c(=O)o2)c1	-1.0	-3	97	1.2	0.4	2	-12	115	-8	5
COc1ccccc1NCC(O)Cn1c2ccccc2c2ccccc21 (stereo not drawn)	-0.2	-1	98	0.69	-0.1	2	-3	100	23	-5
COC(=O)CSc1nnc(CNC(=O)c2cc(OC)cc(OC)c2)n1-c1ccc(F)cc1	0.0	6	98	1.2	-0.3	2	8	97	-1	1
CCOc1ccc(CCNC(=O)c2cccc(N3CCCC3=O)c2)cc1OCC	1.7	-3	102	0.95	-0.2	-2	0	101	8	-5
C/C(Cl)=C\Cn1c(Nc2ccc(C)cc2)nc2c1c(=O)n(C)c(=O)n2C	-0.9	-3	90	0.75	0.0	11	17	88	-6	4
COc1ccc(OC)c(S(N)(=O)=O)c1	1.3	-2	97	1.2	-0.3	0	7	97	20	-2
O=C(Nc1nnc(-c2ccco2)s1)c1ccccc1	-0.1	-1	125	4.2*	-0.3	-28	47*	64	161*	-12
O=c1cc2n(c(=O)[nH]1)CCC1=C2CCCC1	-0.9	-4	92	1.1	-0.3	9	17	89	-12	0

Screening data from PubChem BioAssay.
